# Source: PubChem
# TRPV1 ag = human TRPV1 agonism | Q8NER1 | TRPV1-expressing cells, Fluo-8 calcium influx, agonist mode | activation, % at 8.33 µM | 0.19% of 320,000 active | AID 540275; in the data active = activation above about 80%; inconclusive = between about 30% and that limit; also: 0% is about no effect
#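 Fluo-8 calcium influx in TRPV1-expressing cells, kinetic read (ex 480/em 520 nm). Compound added and read 3 min for agonist activity, followed by capsaicin at EC20 final and 2 min further read for enhancement.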
# ASM inhibitor = human S-ASM enzyme inhibition. P17405. placental ASM, HMU-PC fluorogenic substrate, 60 min. 0.006% of 340,000 active. Potency, µM (series often up to 57.5 µM), for inactives: at the highest dose activity change, negative = inhibition, actives largely listed as inhibitors; also: potency is read from the fitted curve at half-maximal effect
# Target sequence (P17405 47-631 limits assumed): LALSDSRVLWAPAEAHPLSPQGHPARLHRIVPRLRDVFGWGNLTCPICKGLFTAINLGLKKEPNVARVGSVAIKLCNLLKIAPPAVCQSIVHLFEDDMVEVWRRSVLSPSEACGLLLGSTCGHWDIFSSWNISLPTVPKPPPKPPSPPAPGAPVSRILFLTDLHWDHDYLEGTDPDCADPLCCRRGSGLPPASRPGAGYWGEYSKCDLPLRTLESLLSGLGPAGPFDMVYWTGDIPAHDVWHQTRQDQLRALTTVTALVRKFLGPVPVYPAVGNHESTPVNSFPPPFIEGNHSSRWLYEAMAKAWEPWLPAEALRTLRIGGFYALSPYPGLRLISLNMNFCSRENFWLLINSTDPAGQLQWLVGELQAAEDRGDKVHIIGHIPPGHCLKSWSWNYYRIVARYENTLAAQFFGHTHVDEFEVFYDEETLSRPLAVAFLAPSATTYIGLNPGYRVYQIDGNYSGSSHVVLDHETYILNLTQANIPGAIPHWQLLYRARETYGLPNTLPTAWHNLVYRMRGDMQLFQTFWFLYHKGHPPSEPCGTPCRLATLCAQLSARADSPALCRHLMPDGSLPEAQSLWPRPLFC
#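 Fluorogenic HMU-PC substrate (9 uM final) is turned over by placental ASM in 60 min at 37 C after a 10 min compound preincubation. Reaction ended by alkaline stop (pH 10), with fluorescence read at 386/447 nm.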
# USP2a inh = USP2a (human) protease inhibition; Potency, µM (top dose mostly 38.3 µM), for inactives: top-dose activity change, negative = inhibition, usual class: inhibitors; 0.01% of 330,000 active; O75604; USP2 core, Ub-CHOP2 coupled fluorogenic reporter, 485/531; AID 463254;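 also: potency is read from the fitted curve at half-maximal effect; plate controls were DMSO wells for no effect and full inhibition by NEM control for full effect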
#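 USP2 core (10nM final) preincubated 30min RT with compound in 20mM Tris-HCl pH 8.0, 2mM CaCl2, 2mM beta-mercaptoethanol, 0.05% CHAPS; 25nM Ub-CHOP2 plus 25nM reporter substrate added, fluorescence (Ex485/Em531) read after 60min.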
# a7 integrin act = activators of alpha7 integrin expression for muscular dystrophy | alpha7betagal myoblasts, beta-gal FDG fluorescence, 48 h | Potency, µM (titrated, usually from 38.3 µM), inactives show at the top dose activation, hits mostly activators | 0.064% of 350,000 active | AID 624291;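 also: potency is read from the fitted curve at half-maximal effect; 100% = response of the positive control SU9516; nearly all actives have a fitted effect of over 60% in size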
#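 Alpha7betagal+/- myoblasts (passage 13) were plated 16-24 hr, then exposed to compounds (1:260 dilution of DMSO stock) for 48 hours at 37C. After MPER lysis, β-galactosidase reporter activity was read as FDG fluorescence (ex 480/em 540) after 30 minutes.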
# p53 reactivator = re-activators of mutant p53; H1299 p53-A138V BP100-luciferase reporter, luminescence, 24 h; Potency, µM (highest dose often 92.2 µM), inactives show at the top dose activity change, positive = activation, actives largely listed as activators; 0.063% of 320,000 active; also: potency is read from the fitted curve at half-maximal effect; % of control where 0% means no effect; nearly all actives have a fitted effect of over 45% in size
#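 p53-null H1299 cells stably carrying temperature-sensitive p53-A138V and a BP100-luciferase reporter were pinned with compounds (4-point, 1:5 series) and held 24 hrs at 37 deg C. Luminescence was read 10 min after detection reagent.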
# Eya2 phos inh = inhibitors of human Eya2 phosphatase activity; O00167; recombinant Eya2, OMFP fluorescence dephosphorylation (OMFP is methylfluorescein phosphate); Potency, µM (series often up to 76.9 µM), without a hit: top-dose activity, negative = inhibition, most hits filed as inhibitors; 0.006% of 330,000 active; AID 488837; also: potency is read from the fitted curve at half-maximal effect; % is scaled to controls: 0 for no effect and ±100 for the full control effect
#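 Eya2 (0.2 uM) preincubated 10 min at ambient with compound, then OMFP substrate added at 50 uM; 10 min reaction in 50 mM HEPES pH 7.5, 50 mM NaCl, 5 uM MgCl2, 0.05% BSA, 1 mM DTT. Fluorescence read at Ex 485/Em 525 nm.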
# ELG1 genotoxic = induces genotoxicity in HEK293T cells with luciferase-tagged ELG1 | Potency, µM (top dose mostly 46 µM), inactives show top-dose activity change, positive = activation, usual class: activators | 1.3% of 330,000 active | HEK293T ELG1-luciferase reporter, luminescence, 16 h | AID 504466; also: potency is read from the fitted curve at half-maximal effect; % of control where 0% means no effect; nearly all actives have a fitted effect of over 60% in size
#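 Step 1: seed 2,000 HEK293T ELG1-luciferase cells per well. Step 2: add compound or DMSO, incubate 16 hr at 37 °C. Step 3: ONE-Glo, 30 min at room temperature, read luminescence.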
# B2AR arrestin = agonists driving beta-arrestin recruitment to human beta2-adrenergic receptor; P07550; beta-arrestin recruitment to beta2AR, cell-based reporter; Potency, µM (doses to about 46.1 µM), inactives show at the highest dose activation, hits mostly activators; 0.02% of 330,000 active;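 also: potency is read from the fitted curve at half-maximal effect; 0% = DMSO controls and full agonism = EC100 isoproterenol or metaproterenol; nearly all actives have a fitted effect of over 65% in size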
# PTAP TSG101 blk = blocks PTAP/TSG101 interaction to inhibit HIV-1 budding; Q99816; Fluorescence polarization, FITC-PTAP peptide / Tsg101 binding; Potency, µM (top dose mostly 115 µM), for the others: top-dose activity change, negative = inhibition, actives largely listed as inhibitors; 340,000 tested, under 10 active; AID 493005; active = well fitted inhibition curve with a large enough effect in the main read-out, with a control signal flat, not every such curve was filed as active; inconclusive = small, poorly fitted or top-dose-only effect, or effect the other way, or a change in a side signal; inactive = no such curve, though single readings can be large or run the other way; also: potency is read from the fitted curve at half-maximal effect; % of control where 0% means no effect
# Target sequence (Q99816 whole entry, looked up): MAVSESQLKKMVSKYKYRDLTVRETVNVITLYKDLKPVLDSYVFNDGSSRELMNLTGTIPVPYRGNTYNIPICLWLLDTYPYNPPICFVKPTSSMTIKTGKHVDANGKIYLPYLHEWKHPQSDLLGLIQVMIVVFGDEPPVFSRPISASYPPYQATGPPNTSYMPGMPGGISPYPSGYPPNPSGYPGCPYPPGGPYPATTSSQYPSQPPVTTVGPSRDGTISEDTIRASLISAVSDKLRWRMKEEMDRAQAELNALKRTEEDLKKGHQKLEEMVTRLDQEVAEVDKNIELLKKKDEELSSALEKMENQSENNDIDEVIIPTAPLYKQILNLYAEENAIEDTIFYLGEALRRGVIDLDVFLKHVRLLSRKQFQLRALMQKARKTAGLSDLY
#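 Tsg101 binding domain (10 uM final) was mixed with compound and a FITC-labeled PTAP peptide (50 nM final) in HEPES pH 7.5 buffer with NaCl, Tween 20, EDTA and TCEP; fluorescence polarization was read after 20 min at r.t.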
# BRCA1 expr act = activators of BRCA1 expression. MCF7-BRCA1-FFLuc reporter, luminescence, 48 h; response scale: scaled: vehicle 0%, 10 µM genistein 100%. Potency, µM (top dose mostly 46.1 µM), without a hit: top-dose activation, most hits filed as activators. 1.1% of 380,000 active; also: potency is read from the fitted curve at half-maximal effect; nearly all actives have a fitted effect of over 80% in size; some results filed as inactive show a strong effect at the top dose
#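 Quantitative HTS in MCF7 cells stably reporting BRCA1 expression via firefly luciferase. Compound treatment lasts 48 h at 37 °C in phenol-red free MEM. Activation is expressed relative to genistein at 10 microM and DMSO.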
# uPA surface inh = blocks generation of uPA at the cell surface | Potency, µM (series often up to 38.3 µM), without a hit: at the highest dose activity change, negative = inhibition, hits mostly inhibitors | cell surface uPA generation assay, qHTS | 0.31% of 330,000 active | AID 540303; active = well fitted inhibition curve with a large enough effect; inconclusive = small, poorly fitted or top-dose-only effect; inactive = no such curve, though single readings can be large or run the other way; tested in mouse RAW 264.7 cells; also: potency is read from the fitted curve at half-maximal effect; % is scaled to controls: 0 for no effect and ±100 for the full control effect; nearly all actives have a fitted effect of over 55% in size
# * marks the source's active call; other numbers are inactive results; ? = inconclusive; . = no result given; [ ] = remark or other dose. Unless noted, calls follow the shape of the dose curve; as a rule, active = well fitted curve in the direction sought with a large enough effect; inconclusive = small, poorly fitted or top-dose-only effect, or another doubt; inactive = no such curve, though single readings can be large; an effect the other way counts as inactive or inconclusive. This is a random part of the collection; any-hit rate near 2.6%.
# Screens in order: p53 reactivator	ASM inhibitor	BRCA1 expr act	USP2a inh	TRPV1 ag	ELG1 genotoxic	PTAP TSG101 blk	Eya2 phos inh	a7 integrin act	B2AR arrestin	uPA surface inh
Cc1nonc1NC(=O)CSc1nnc(N)s1
→ 0%	2%	-4%	-9%	0	1%	-1%	-14%	-7%	0.1%	2%
CC1=C(C#N)C(NC(=O)c2ccc(Cl)cc2)(C(F)(F)F)C(=O)N1 (stereo not given)
→ -5%	.	0%	0%	2	4%	-4%	-8%	7%	-2.5%	0%
COc1ccccc1NC(=O)OC(C)c1ccc(Cl)cc1 (stereo not given)
→ 23%	13%	-45%	-1%	7	1%	-1%	5%	20%	-0.4%	0%
CCOC(=O)C1=C(COC(=O)c2ccc(Cl)cc2[N+](=O)[O-])NC(=O)NC1C (stereo not given)
→ 13%	-1%	2%	-1%	-1	2%	-5%	16%	14%	0.1%	-1%
CCc1cc(=O)oc2cc(OCC(=O)NCCCN3CCCC3=O)c(Cl)cc12
→ 3%	1%	11%	2%	9	3%	-4%	7%	7%	0.0%	-2%
CCOC(=O)NC(=O)COC(=O)CCCc1nc2ccccc2s1
→ -1%	2%	4%	-1%	-3	-2%	-4%	-5%	4%	-0.7%	-1%
O=C(NCc1ccco1)/C(=C\C=C\c1ccccc1)NC(=O)c1ccco1
→ -1%	1%	3%	3%	9	-3%	-5%	-20%	-32%	-0.5%	3%
NS(=O)(=O)c1ccc(CCNC(=O)C2CCC(CNS(=O)(=O)c3ccc(Br)s3)CC2)cc1 (stereo not given)
→ -3%	-2%	0%	-6%	-5	5%	0%	11%	4%	-0.7%	-2%
Cc1ccc(-n2nnnc2SCC(=O)c2cc(C)n(-c3cc(C)on3)c2C)cc1
→ 3%	-1%	-50%	5%	2	-5%	-2%	8%	-13%	-1.7%	1%
CCOC(=O)c1ccc(NC(=O)COc2ccccc2CNC2CCCC2)cc1
→ -4%	-2%	5%	6%	2	-6%	-1%	-3%	-51%[inhibitor]	-0.1%	-11%
COCCNC(=O)c1ccc(Cn2c(SCC(=O)NCC3CCCO3)nc3ccc(Br)cc3c2=O)cc1 (stereo not given)
→ -7%	-4%	-22%	0%	-2	6%	-4%	-3%	7%	-0.3%	-17%
CCSc1nnc(SCC(=O)NC2CCCCC2)s1
→ 12%	7%	5%	4%	6	3%	2%	1%	-44%	0.5%	?
Cc1nc(C/C(=N\N)c2ccc(O)cc2O)cs1
→ -2%	-1%	-27%	1%	17	3%	1%	-9%	-26%	-0.1%	0%
OCCCNc1nccc(-c2cc(Nc3cccc(Cl)c3)ncn2)n1
→ ?	-1%	-67%	9%	?	-7%	-7%	2%	-35%[inhibitor]	-1.1%	1.6µM*
Cc1cc(=O)oc2cc(OCC(=O)N/N=C/c3cc([N+](=O)[O-])ccc3O)ccc12
→ 0%	-2%	2%	2%	-4	-2%	-4%	-21%	30%	6.2%	0%
Cc1cc(C)nc(NNC2=CC(=[N+]3CCCC3)CCC2)n1
→ -1%	14%	-22%	-4%	2	-8%	-10%	4%	-7%	0.5%	-6%
Cc1ccc(-n2c(SCC(=O)N3CCCc4ccccc43)nnc2-c2cccnc2)c(C)c1
→ 7%	3%	0%	3%	5	-6%	-3%	8%	-25%	0.0%	1%
CCOC(=O)C1(CCOC)CCN(C(=O)Cc2ccc3ccccc3c2)CC1
→ .	-1%	20%	0%	15	-3%	2%	6%	25%	-0.2%	0%
C=CCOc1ccccc1NC(=O)CN1C(=O)CNC1=O
→ -5%	4%	-29%	2%	-2	3%	-2%	-6%	0%	0.2%	1%
COCCNC(=S)N1CCC(C(=O)c2ccc(C)cc2)CC1
→ .	-1%	14%	0%	?	-1%	-10%	1%	5%	7.6%	-9%
C=CCSc1ncccc1C(=O)NCc1ccccc1
→ -17%	1%	-15%	3%	2	-2%	.	2%	-13%	0.1%	-12%
CC(CN1CCOCC1)C(=O)c1ccccc1 (stereo not given)
→ -1%	-1%	2%	2%	2	-5%	0%	-4%	-4%	-0.4%	0%
CC(C)C(=O)Nc1cccc(C(=O)Nc2nnc(C(C)(C)C)s2)c1
→ 23%	-1%	74%	-1%	0	2%	-5%	-3%	-9%	-0.6%	-4%
O=C(N/C(=C\c1ccc(F)cc1)C(=O)N1CCCCCC1)c1ccccc1
→ 1%	-1%	-4%	5%	6	-2%	0%	8%	-5%	-0.1%	8%
CCC(C)OC(=O)C1=C(C)NC2=C(C(=O)C(C(=O)OC)C(C)C2)C1c1ccc(N(C)C)cc1 (stereo not given)
→ -4%	10%	-26%	2%	21	11%	-11%	-23%	5%	-0.3%	-10%
C[C@H](CO)N1C[C@H](C)[C@@H](CN(C)S(=O)(=O)c2cn(C)cn2)Oc2c(NS(=O)(=O)c3cn(C)cn3)cccc2C1=O
→ 8%	1%	5%	-2%	.	1%	-7%	-26%	5%	-0.9%	5%
CC(C)C(Sc1nc(-c2ccccc2)cc(-c2ccccc2)c1C#N)C(=O)O (stereo not given)
→ -3%	-5%	-38%	-10%	-4	1%	-12%	-5%	23%	1.8%	-3%
CC(=O)Nc1ccc(S(=O)(=O)Nc2cccn(Cc3ccc(C)cc3)c2=O)cc1
→ -1%	0%	-19%	2%	19	-7%	0%	4%	-11%	0.2%	-4%
CC(C)[C@H](NC(=O)NCCc1ccccc1)C(=O)O
→ 2%	-1%	1%	2%	-6	0%	-2%	13%	-16%	-0.1%	-5%
CC1(C)NC(=O)N(CC(=O)Nc2nc(-c3ccc(F)cc3)cs2)C1=O
→ -1%	-1%	29%	5%	-3	-4%	0%	13%	5%	0.1%	0%
O=C(Nc1ccc(F)cc1Cl)c1ccc2c(=O)n3c(nc2c1)CCCCC3
→ 11%	4%	39%	-2%	4	?	-3%	?	-18%	0.3%	-2%
CC(=O)c1ccc(NC(=S)Nc2ccn(Cc3ccc(Br)cc3)n2)cc1
→ 10%	-15%	-4%	3%	-1	1%	-2%	2%	-3%	-0.3%	3%
O=C1NC2(CCCCO2)CO1 (stereo not given)
→ 8%	58%[activator]	0%	1%	-5	2%	1%	10%	-7%	0.0%	10%
COc1ccccc1/C=N/n1cnnc1
→ 4%	1%	-4%	-1%	-3	1%	-3%	-14%	-7%	-0.5%	5%
CCC(=O)Nc1ccccc1C(=O)OC(c1ccccc1)c1ccccc1
→ -11%	-8%	-36%	3%	8	-1%	0%	-22%	0%	-0.3%	-5%
CCOC(=O)c1c(N)sc(C(=O)N2CCCCC2)c1C
→ 0%	0%	-12%	2%	0	7%	-2%	1%	24%	0.3%	-8%
Cc1cc(C)c(S(=O)(=O)Nc2ccc(N3CCOCC3)cc2)c(C)c1
→ -1%	0%	-3%	0%	2	0%	-3%	4%	-4%	-0.4%	1%
COc1cccc(NC(=O)CN(C)C(=O)c2ccc(-c3cccc(C(F)(F)F)c3)o2)c1
→ 21%	-8%	-11%	2%	?	-2%	1%	-14%	-18%	0.5%	4%
CC(=O)OCC(=O)C1(O)CCC2C3CC(F)C4=CC(=O)CCC4(C)C3C(O)CC21C (stereo not given)
→ .	-3%	-34%	.	.	.	1%	.	-15%	.	-2%
CN(C)C(=O)CSc1nc2ccccc2n1Cc1ccccc1
→ -8%	0%	-5%	-3%	0	2%	0%	6%	-11%	0.0%	2%
COc1ccc(Cc2nnc(NC(=O)Cc3cccs3)s2)cc1
→ -15%	-6%	-8%	?	1	0%	0%	-8%	14%	-0.2%	8%
Nc1ccc2c(c1)C(=Cc1cccnc1)c1ccccc1-2
→ .	-7%	-37%	.	.	.	1%	.	5%	.	-5%
Cc1cc2nc(N)sc2cc1C
→ .	2%	?	.	-2	.	-1%	.	-9%	.	-4%
COc1cc(NC(=O)C2CC2)c(OC)cc1NC(=O)c1ccco1
→ 4%	-2%	-3%	0%	1	-1%	1%	8%	-16%	0.2%	-2%
Nc1nc(NCCCN2CCOCC2)nc(Nc2cccc(Cl)c2)c1[N+](=O)[O-]
→ -10%	-4%	-36%	0%	5	0%	0%	-21%	-11%	-0.5%	7%
COc1ccc(C(=O)Oc2ccc(Br)cc2C(=S)N2CCOCC2)cc1
→ -2%	-14%	-30%	4%	4	-6%	-9%	1%	11%	-0.3%	-3%
